HEK293 viab = counter-screen for SNCA expression inhibitors: cell viability; HEK-293-SNCA-luc viability, GF-AFC fluorescence, 24 h; Potency, µM (series often up to 57.1 µM), for the others: top-dose activity change, negative = cytotoxicity, hits mostly cytotoxic; 150,000 tested, 0.12% active; AID 1671193;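 note: potency is the fitted concentration of half-maximal effect; 0% = DMSO-treated cells and -100% = medium-only wells without cells; nearly all actives have a fitted effect of over 30% in size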
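Cytotoxicity counterscreen: after 24 h compound treatment of genome-edited SNCA-luciferase HEK-293 cells, live-cell protease substrate GF-AFC read by fluorescence after 30 min; activity scaled between DMSO (0%) and medium-only (-100%), curves Hill-fitted.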
HEK293 tox = cytotoxic compounds in HEK 293 cells | 94,000 tested, 6.6% active | HEK 293 viability, ATP luminescence (CellTiter-Glo), 48-72 h | Potency, µM (titrated, usually from 115 µM), for the others: top-dose activity change, negative = cytotoxicity, usual class: inhibitors; note: potency is the fitted concentration of half-maximal effect; nearly all actives have a fitted effect of over 60% in size
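qHTS cytotoxicity; HEK 293, 250 cells/well; compound pinned; 48 or 72 hr, 37 degree Celsius, 5% CO2, 95% humidity; CellTiter-Glo, 10 min RT; luminescence (ATP).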
IP6K1 inhibitor = inhibitors of human IP6K1; Q92551; IP6K1 kinase, ADP-Glo luminescence, 2 h; hits give low values; activity change, % (series mostly up to about 58 µM); 140,000 tested, 0.81% active; in the data active = activity change below about -25%
Target sequence (Q92551 whole entry, looked up): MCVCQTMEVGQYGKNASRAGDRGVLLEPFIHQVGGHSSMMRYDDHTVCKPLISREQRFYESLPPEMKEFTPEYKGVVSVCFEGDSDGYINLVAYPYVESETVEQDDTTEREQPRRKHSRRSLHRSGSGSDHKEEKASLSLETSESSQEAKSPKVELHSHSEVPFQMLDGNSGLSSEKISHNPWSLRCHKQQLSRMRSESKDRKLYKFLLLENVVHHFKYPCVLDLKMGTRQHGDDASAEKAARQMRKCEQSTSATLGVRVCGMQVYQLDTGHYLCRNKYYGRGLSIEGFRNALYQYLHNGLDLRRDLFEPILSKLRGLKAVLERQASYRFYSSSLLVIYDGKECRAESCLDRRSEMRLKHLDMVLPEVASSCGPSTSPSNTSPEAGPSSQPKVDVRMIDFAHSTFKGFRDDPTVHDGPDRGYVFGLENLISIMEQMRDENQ
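ADP-Glo luminescence measures ADP made by human IP6K1 during a 2 h RT reaction with ATP/IP6 (mix at 1.3 mM/130 uM); top library doses 57.5 and 19.1 uM final.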
Luciferase inh = Photinus pyralis luciferase inhibition | P08659 | purified P. pyralis luciferase, luminescence, biochemical | Potency, µM (highest dose often 115 µM), for inactives: at the top dose activity change, negative = inhibition, hits mostly inhibitors | 76,000 tested, 2.5% active | AID 1347043; note: potency is the fitted concentration of half-maximal effect; nearly all actives have a fitted effect of over 65% in size
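Luminescence read by CCD imaging after purified firefly luciferase (10nM final) was added to substrate buffer holding 10uM D-luciferin and 10uM ATP, pH 7.5, pre-dosed with compound.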
NIH3T3 tox = NIH 3T3 cell cytotoxicity. 94,000 tested, 4.3% active. Potency, µM (top dose mostly 96.7 µM), for the others: at the top dose activity change, negative = cytotoxicity, most hits filed as inhibitors. NIH 3T3 viability, CellTiter-Glo ATP luminescence, 48-72 h; note: potency is the fitted concentration of half-maximal effect; nearly all actives have a fitted effect of over 55% in size
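NIH 3T3 cells at 400 cells/well received 23 nL of compound by pintool and were incubated 48 or 72 h at 37 °C. Viability was read as ATP-coupled CellTiter-Glo luminescence.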
GPT2 inh = GPT2 alanine aminotransferase inhibition; Q8TD30; 100,000 tested, 0.25% active; Recombinant GPT2, coupled pyruvate oxidase/HRP Amplex Red fluorescence; Potency, µM (top dose mostly 57.7 µM), for the others: top-dose activity change, negative = inhibition, hits mostly inhibitors; AID 1671188; note: potency is the fitted concentration of half-maximal effect; nearly all actives have a fitted effect of over 60% in size; many of its hits are not listed in these tables
Target sequence (Q8TD30 whole entry, looked up): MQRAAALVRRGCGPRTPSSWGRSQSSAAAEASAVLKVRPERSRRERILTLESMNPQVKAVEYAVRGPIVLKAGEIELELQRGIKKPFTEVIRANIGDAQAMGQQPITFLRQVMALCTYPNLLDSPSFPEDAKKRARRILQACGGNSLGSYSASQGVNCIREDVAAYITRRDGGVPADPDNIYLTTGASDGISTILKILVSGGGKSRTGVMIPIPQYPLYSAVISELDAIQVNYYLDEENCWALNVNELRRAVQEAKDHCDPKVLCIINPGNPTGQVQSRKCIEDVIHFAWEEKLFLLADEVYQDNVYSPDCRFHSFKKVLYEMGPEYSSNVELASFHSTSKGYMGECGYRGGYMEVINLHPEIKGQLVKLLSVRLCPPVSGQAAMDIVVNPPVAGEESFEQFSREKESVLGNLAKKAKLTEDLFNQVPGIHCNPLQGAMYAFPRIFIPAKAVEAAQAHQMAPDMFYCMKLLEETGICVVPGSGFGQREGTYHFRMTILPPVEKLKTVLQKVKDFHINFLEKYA
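Fluorescence read-out: pyruvate from GPT2 turnover coupled to pyruvate oxidase, HRP and Amplex Red (0.2mM ThPP, 0.2U/mL PO and HRP, 50uM Amplex final). Substrates 250uM a-KG, 2mM L-alanine; enzyme 10ng/uL; 30 min RT.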
SNCA expr inhib = SNCA gene expression inhibition; Potency, µM (series often up to 57.2 µM), inactives show at the top dose activity change, negative = inhibition, actives largely listed as inhibitors; 140,000 tested, 0.17% active; HEK-293 SNCA-luciferase knock-in, luminescence, 24 h;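 note: potency is the fitted concentration of half-maximal effect; plate controls were DMSO cells for no effect and cell-free wells for full effect; nearly all actives have a fitted effect of over 45% in size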
Active calls of the source: *; i = inactive; ? = inconclusive; . = not tested or not shown; & = joins results of further samples; [ ] = another dose, or the depositor's remark. Unless noted, calls come from the whole dose curve; as a rule, active = well fitted curve in the direction sought with a large enough effect; inconclusive = small, poorly fitted or top-dose-only effect, or another doubt; inactive = no such curve, though single readings can be large; an effect the other way counts as inactive or inconclusive. Unless noted, % is set by controls: 0 for no effect and ±100 for the full control effect. An excerpt; count on the stated rates, not on these rows.

compound | HEK293 viab | HEK293 tox | IP6K1 inhibitor | Luciferase inh | NIH3T3 tox | GPT2 inh | SNCA expr inhib
CC[N+](C)(CC)CCOC(=O)C(O)(c1ccccc1)C1CCCCC1 (stereo not drawn) | -13%[23.9 µM] | . | 8 | . | . | -15% | 14%[25.6 µM]
O=C(c1ccc(C(=O)N2CCC(N3CCCC3)CC2)c(Nc2ccccc2)c1)N1CCC(N2CCCC2)CC1 | -8%&-23% | . | -10 | . | . | i | 1%
O=C(CS(=O)Cc1ccco1)NCC=CCOc1cc(CN2CCCCC2)ccn1 (stereo not drawn) | -2% | . | . | . | . | i | -4%
Oc1ccc(/C=C/c2cc(O)cc(O)c2)cc1 | -12% | . | -60* | . | . | i | ?
COc1cc(NS(=O)(=O)c2ccc(N)cc2)nc(C)n1 | 5% | . | -3 | . | . | i | -29%[25.6 µM]
Cc1ccc2[nH]c(=O)c(C3=NN(C(=O)CCC(=O)O)C(c4ccc(Br)cc4)C3)c(-c3ccccc3)c2c1 (stereo not drawn) | ? | . | -8 | . | . | 4% | .
C[C@]12CCC(=O)C=C1CC[C@@H]1[C@@H]2CC[C@@]2(C)[C@H]1CC[C@]2(O)C(=O)CO | 2% | . | -4 | . | . | -12%&-4% | -10%
Cc1ccc(S(=O)(=O)NC(=O)NC2CCCCCCC2)cc1 | 2%[23.9 µM] | . | 2 | . | . | -3% | -23%[25.6 µM]
CCOc1ccc(C(=O)OCCN(CC)CC)cc1 | 52%[23.9 µM] | . | 6 | . | . | i | -28%[25.6 µM]
CCCCCCCCCCCCCCC[C@H](O)[C@H](N)CO | -13% | . | . | . | . | 4% | -16%
CCCn1cnc2c1c(=O)n(CCCCC(C)=O)c(=O)n2C | 3% | . | 0 | . | . | i | 29%
CC(Oc1cc(-n2cnc3ccc(CN4CCN(C)CC4)cc32)sc1C(N)=O)c1ccccc1C(F)(F)F (stereo not drawn) | -52% | . | -3 | . | . | -16% | .
C[C@@H]1COC(Nc2ccc3ncnc(Nc4ccc(OCc5nccs5)c(Cl)c4)c3c2)=N1 | ? | . | -34* | . | . | 2% | -17%
COc1ccc(-c2cc3c(C)nc(N)nc3n(C3CCC(OCCO)CC3)c2=O)cn1 (stereo not drawn) | ? | . | -14 | . | . | 0% | 0%
Nc1nc(Nc2ccc3c(c2)CCC(N2CCCC2)CC3)nn1-c1cc2c(nn1)-c1ccccc1CCC2 (stereo not drawn) | ? | . | -9 | . | . | i | .
CC(C)Nc1cc(C(F)(F)F)cc2nc(NC(=O)c3cccnc3)nn12 | 0%&-19% | . | 10 | . | . | 5% | -15%
COc1cc(C(=O)OC(COCCC(C)C)CN2CCOCC2)cc(OC)c1OC (stereo not drawn) | 4% | . | 10 | . | . | -6% | -25%[25.6 µM]
CCOC(=O)C(CCc1ccccc1)NC(C)C(=O)N1Cc2ccccc2CC1C(=O)O (stereo not drawn) | 0% | . | -9 | . | . | i | .
O=C(Nc1ccc(OC(F)(F)F)cc1)c1sccc1NCc1ccnc2ccccc12 | ? | . | 0 | . | . | i | 82%[activator]
COc1cc2c(cc1OC)C(=O)C(CC1CCN(Cc3ccccc3)CC1)C2 (stereo not drawn) | -13%[23.9 µM] | . | 10 | . | . | ? | -3%[25.6 µM]
CN1C(=O)C2(CCN(C(=O)c3cccc(F)c3)C2)c2ccccc21 (stereo not drawn) | -4% | -19% | 27 | -8% | -24% | -23% | -1%
COc1cnc(-c2ccc(Cn3c(CC(C)(C)C(=O)O)c(SC(C)(C)C)c4cc(OC[C@@H]5Cc6ccccc6N5C(C)=O)ccc43)cc2)nc1 | -13% | . | -12 | . | . | i | .
CCCCN(CCCC)C(=O)CN1C[C@H](c2ccc3c(c2)OCO3)[C@@H](C(=O)O)[C@@H]1c1ccc(OC)cc1 | -20%&-11% | . | -7 | . | . | 4%&0% | 3%
COc1ccc(CCNc2nc(SCc3ccccc3Cl)nc3ccccc23)cc1OC | 18% | . | 4 | . | . | . | 19%
CC(COc1ccccc1)NC(C)C(O)c1ccc(O)cc1 (stereo not drawn) | -30%[23.9 µM] | . | -17 | . | . | -1% | -16%[25.6 µM]
C[C@@H](Oc1cc(-n2cnc3ccc(CN4CCN(C)CC4)cc32)sc1C(N)=O)c1ccccc1C(F)(F)F | -7% | . | . | . | . | -12% | -1%
O=C(NCc1ccco1)c1ccc2c(c1)N(Cc1cccc(Cl)c1)C(=O)c1ccccc1S2=O (stereo not drawn) | -14% | . | -11 | . | . | . | 23%
COc1ccccc1N1CCN(CCCNc2cc(=O)n(C)c(=O)n2C)CC1 | -9% | . | 10&4 | . | . | ? | 5%
c1ccc(CN(CC2=NCCN2)c2ccccc2)cc1 | -3% | . | 12&3 | . | . | i | 14%[25.6 µM]
CC1CCN(c2cc(N3CCN(C)CC3)ccc2NC(=O)c2cc(C#N)c[nH]2)CC1 | -26%&4% | . | 28 | . | . | ? | 1%
CCOC(=O)N1CCC(NCCNC(=O)c2ccccc2C)CC1 | -12% | . | 42 | . | . | -22% | .
Cc1c(NC(=O)OC[C@@H]2COCCN2)cn2ncnc(Nc3ccc4c(cnn4Cc4cccc(F)c4)c3)c12 | -3%&-22% | . | -4 | . | . | ? | -15%
CC#CCn1c(N2CCC[C@@H](N)C2)nc2c1c(=O)n(Cc1nc(C)c3ccccc3n1)c(=O)n2C | ? | . | . | . | . | 1% | -1%
CCN(CC)CCOC(=O)C1(c2ccccc2)CCCC1 | 1%[23.9 µM] | . | 15 | . | . | i | -26%[25.6 µM]
CCOc1ncc(F)c(=O)[nH]1 | -5%[23.9 µM] | . | 13 | . | . | i | -27%[25.6 µM]
CCCCNC(=O)[C@@H]1Cc2ccccc2N1C(=O)[C@@H](N)CC | ? | . | 12 | . | . | i | .
O=C(c1ccc(NS(=O)(=O)c2cccc3cccnc23)cc1)N1CCN(CC2CC2)CC1 | -42% | . | -10 | . | . | i | .
CCCSc1nc(NC2CC2c2ccc(F)c(F)c2)c2nnn(C3CC(OCCO)C(O)C3O)c2n1 (stereo not drawn) | -39% | . | -7 | . | . | i | .
Cc1ccc(N2CCN(CCC3NC(=O)c4ccccc43)CC2)cc1C (stereo not drawn) | -14% | . | -7 | . | . | 4% | .
C[C@@H]1CC[C@]2(C(=O)O[C@@H]3O[C@H](CO[C@@H]4O[C@H](CO)[C@@H](O[C@@H]5O[C@@H](C)[C@H](O)[C@@H](O)[C@H]5O)[C@H](O)[C@H]4O)[C@@H](O)[C@H](O)[C@H]3O)CC[C@]3(C)C(=CCC4[C@@]5(C)C[C@@H](O)[C@H](O)[C@@](C)(CO)C5CC[C@]43C)C2[C@H]1C (stereo partly drawn) | -2%[12.5 µM] | . | 7 | . | . | 5%[17.1 µM] | .
COc1cc(C(=O)NC(=S)Nc2cccc(NC(=O)c3ccccc3)c2)cc(OC)c1OC | -8% | . | -20 | . | . | -5% | .
COc1cccc(OC)c1-c1ccc(C[C@H](NC(=O)c2c(Cl)cccc2Cl)C(=O)O)cc1 | -1% | . | -11 | . | . | 4% | .
Cc1ccc(F)c(NC(=O)Nc2ccc(-c3cccc4[nH]nc(N)c34)cc2)c1 | -27% | . | . | . | . | ? | -36%
O=C1Cc2c([nH]c3ccc(Br)cc23)-c2ncccc2N1 | -10% | . | 10 | . | . | i | .
O=C(c1ccc(F)cc1)C1CCN(CCn2c(=O)[nH]c3ccccc3c2=O)CC1 | -11% | . | 4&0 | . | . | 4%&2%&-6% | -24%
Cc1cc(-c2nncc3c(C(C)(C)C)c(OCc4ncnn4C)nn23)no1 | -4% | . | 17 | . | . | i | .
N#Cc1ccc2ncnc(NCCc3ccccc3)c2c1 | -4% | . | -45* | . | . | -21% | .
Cc1nc(-c2ccc(Cl)cc2)oc1COC(C)(C)C(=O)O | -9%[23.9 µM] | . | -12 | . | . | i | -25%[25.6 µM]
NC(N)=NCCC[C@H](N)C(=O)O | 1% | . | 14 | . | . | -15%[3.85 µM] | -23%
COC(=O)c1nc(Cl)c(Cl)nc1N | -24%[23.9 µM] | . | 9 | . | . | 2% | -73%[25.6 µM]
N#Cc1ccnc(Nc2cc(C3CCN(C4COC4)CC3)cc(N3CCC(F)(F)C3)n2)c1 | ? | . | . | . | . | 3% | ?
COc1ccc(C2=NC(c3ccc(Cl)cc3)C(c3ccc(Cl)cc3)N2C(=O)N2CCNC(=O)C2)c(OC(C)C)c1 (stereo not drawn) | -37% | . | 2 | . | . | 0% | .
CC(=O)NC(Cc1ccccc1)C(=O)O (stereo not drawn) | -2%[87.6 µM] | . | -3&8 | . | . | i | -6%[25.6 µM]
Cc1c(CN2CCN(C(=O)C(C)O)CC2)sc2c(N3CCOCC3)nc(-c3cnc(N)nc3)nc12 (stereo not drawn) | ? | . | 5 | . | . | 0% | .
Cc1[nH]n2c(=O)cc(-c3ccc(Cl)cc3)nc2c1-c1ccccc1 | ? | . | -1 | . | . | . | ?
O=C1CCC(c2ccccc2)(C2CCN(Cc3ccc(I)cc3)CC2)C(=O)N1 (stereo not drawn) | -19% | . | -11 | . | . | 0% | .

Retrieved by compound from above (four):
compound | HEK293 viab | HEK293 tox | IP6K1 inhibitor | Luciferase inh | NIH3T3 tox | GPT2 inh | SNCA expr inhib
Cc1ccc2[nH]c(=O)c(C3=NN(C(=O)CCC(=O)O)C(c4ccc(Br)cc4)C3)c(-c3ccccc3)c2c1 (stereo not drawn) | ? | . | -8 | . | . | 4% | .
C[C@]12CCC(=O)C=C1CC[C@@H]1[C@@H]2CC[C@@]2(C)[C@H]1CC[C@]2(O)C(=O)CO | 2% | . | -4 | . | . | -12%&-4% | -10%
CC1CCN(c2cc(N3CCN(C)CC3)ccc2NC(=O)c2cc(C#N)c[nH]2)CC1 | -26%&4% | . | 28 | . | . | ? | 1%
CC(COc1ccccc1)NC(C)C(O)c1ccc(O)cc1 (stereo not drawn) | -30%[23.9 µM] | . | -17 | . | . | -1% | -16%[25.6 µM]

Next compounds follow.
compound | HEK293 viab | HEK293 tox | IP6K1 inhibitor | Luciferase inh | NIH3T3 tox | GPT2 inh | SNCA expr inhib
COc1cc(Nc2nc3ccccc3nc2NS(=O)(=O)c2cccc(NC(=O)c3ccc(C)c(OC)c3)c2)cc(OC)c1 | 0% | . | 3 | . | . | i | .
c1cc(OCCN2CCCCC2)cc(-c2n[nH]c3ccc(-c4ncn[nH]4)cc23)c1 | -19%&-12% | . | -47* | . | . | 5% | -2%
CCOC(=O)c1ccc(N)cc1 | 51%[23.9 µM] | . | 5 | . | . | 2% | 28%[25.6 µM]
CN(C)CC#CCCC(=O)C(O)(c1ccccc1)C1CCC1 (stereo not drawn) | -7% | . | -9 | . | . | i | .
COc1cc2ncnc(Nc3cccc(O)c3)c2cc1OC | -30% | . | -9 | . | . | -1% | .
CC1(C)Cc2c(sc(NC(=S)NC(=O)c3ccccc3)c2C(=O)O)CO1 | 11% | . | . | . | . | i | 1%
COc1ccccc1-c1cccc(C(=O)O)c1 | -2%[87.6 µM] | -14%[172 µM] | -20 | . | i | -10%[88.5 µM] | -17%[87.6 µM]
